uPA generation: cell surface uPA generation inhibition; cell surface uPA generation assay, qHTS; Potency, µM (titrated, usually from 38.3 µM), without a hit: top-dose activity change, negative = inhibition, most hits filed as inhibitors; actives 0.31% (n = 330,000); AID 540303; active means well fitted inhibition curve with a large enough effect; inconclusive means small, poorly fitted or top-dose-only effect; inactive means no such curve, though single readings can be large or run the other way; tested in mouse RAW 264.7 cells; further: potency means the concentration at half of the fitted maximal effect; on the % scale 0 is the no-effect control and ±100 the full control effect; nearly all actives have a fitted effect of over 55% in size
USP2a block: inhibitors of human ubiquitin-specific protease USP2a. O75604. USP2 core, Ub-CHOP2 coupled fluorogenic reporter, 485/531. Potency, µM (titrated, usually from 38.3 µM), inactives show top-dose activity change, negative = inhibition, usual class: inhibitors. actives 0.01% (n = 330,000). AID 463254;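 further: potency means the concentration at half of the fitted maximal effect; plate controls were DMSO wells for no effect and full inhibition by NEM control for full effect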
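Cell-free coupled assay: 10nM USP2 core preincubated 30min RT with compound in Tris-HCl pH 8.0/CaCl2/CHAPS buffer, then 25nM Ub-CHOP2 and 25nM reporter substrate; fluorescence (Ex 485/Em 531) read after 60min RT, normalized to NEM inhibition, concentration-response curves fitted.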
TRPV1 agonist: activates the human vanilloid receptor TRPV1 | Q8NER1 | TRPV1-expressing cells, Fluo-8 calcium influx, agonist mode | activation, % at 8.33 µM | actives 0.19% (n = 320,000) | AID 540275; in the data active means activation above about 80%; inconclusive means between about 30% and that limit; further: 0% is about no effect
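TRPV1-expressing cells were cultured overnight at 35.5C and loaded with Fluo-8 calcium dye for 40 to 90 min at room temperature. After a 10 s baseline, compound was added and calcium influx was read kinetically for 3 min (ex 480/em 520 nm).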
Integrin act MD: integrin-mediated muscular dystrophy alleviation activation; alpha7betagal myoblasts, beta-gal FDG fluorescence, 48 h; Potency, µM (top dose mostly 38.3 µM), for inactives: at the highest dose activation, most hits filed as activators; actives 0.064% (n = 350,000); AID 624291;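 further: potency means the concentration at half of the fitted maximal effect; 100% = response of the positive control SU9516; nearly all actives have a fitted effect of over 60% in size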
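alpha7betagal+/- myoblasts (passage 13, 250/well) treated 48 h at 37C with compounds at 1:260 dilution of DMSO stock. Lysed, then beta-galactosidase activity read as FDG fluorescence (ex 480/em 540) after 30 min, with pre-read for autofluorescence.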
Eya2 inh: blocks the phosphatase activity of human Eya2 | recombinant Eya2, OMFP fluorescence dephosphorylation (OMFP is methylfluorescein phosphate) | actives 0.006% (n = 330,000) | O00167 | Potency, µM (top dose mostly 76.9 µM), for the others: at the top dose activity, negative = inhibition, most hits filed as inhibitors; further: potency means the concentration at half of the fitted maximal effect; on the % scale 0 is the no-effect control and ±100 the full control effect
Target sequence (O00167 whole entry, looked up): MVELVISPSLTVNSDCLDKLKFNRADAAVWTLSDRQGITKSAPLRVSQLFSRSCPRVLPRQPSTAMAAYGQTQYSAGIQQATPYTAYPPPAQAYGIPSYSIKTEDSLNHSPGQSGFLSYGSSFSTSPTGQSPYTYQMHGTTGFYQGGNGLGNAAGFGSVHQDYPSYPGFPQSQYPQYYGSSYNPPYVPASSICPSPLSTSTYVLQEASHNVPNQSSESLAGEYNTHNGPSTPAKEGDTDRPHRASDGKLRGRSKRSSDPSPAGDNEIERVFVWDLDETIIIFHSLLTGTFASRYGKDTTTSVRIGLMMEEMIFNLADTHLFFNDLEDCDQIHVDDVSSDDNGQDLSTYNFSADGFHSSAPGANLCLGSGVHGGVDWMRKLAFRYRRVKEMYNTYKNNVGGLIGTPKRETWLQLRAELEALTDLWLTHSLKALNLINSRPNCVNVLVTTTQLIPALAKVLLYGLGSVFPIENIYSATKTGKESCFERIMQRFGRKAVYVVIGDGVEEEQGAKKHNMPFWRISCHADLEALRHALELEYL
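Eya2 protein (added as 0.2 uM solution) was preincubated with compound for 10 min at ambient temperature in 50 mM HEPES pH 7.5, 50 mM NaCl, 5 uM MgCl2, 0.05% BSA, 1 mM DTT. OMFP (added at 50 uM) then reacted 10 min; fluorescence read at 485/525 nm.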
B2AR arrestin: beta2AR (human) beta-arrestin recruitment activity. AID 492947. actives 0.02% (n = 330,000). P07550. beta-arrestin recruitment to beta2AR, cell-based reporter. Potency, µM (highest dose often 46.1 µM), without a hit: at the highest dose activation, hits mostly activators;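 further: potency means the concentration at half of the fitted maximal effect; 0% = DMSO controls and full agonism = EC100 isoproterenol or metaproterenol; nearly all actives have a fitted effect of over 65% in size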
PTAP TSG101 blk: blocks PTAP/TSG101 interaction to inhibit HIV-1 budding; 340,000 tested, under 10 active; AID 493005; Q99816; Potency, µM (highest dose often 115 µM), for inactives: top-dose activity change, negative = inhibition, usual class: inhibitors; Fluorescence polarization, FITC-PTAP peptide / Tsg101 binding; active means well fitted inhibition curve with a large enough effect in the main read-out, with a control signal flat, not every such curve was filed as active; inconclusive means small, poorly fitted or top-dose-only effect, or effect the other way, or a change in a side signal; inactive means no such curve, though single readings can be large or run the other way; further: potency means the concentration at half of the fitted maximal effect; % of control where 0% means no effect
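FP read-out: FITC-PTAP peptide, 50 nM final, binding Tsg101 binding domain, 10 uM final; 20 min, r.t.; 10 mM HEPES pH 7.5, 0.15 M NaCl, 0.01% Tween 20, 3 mM EDTA, 0.1 mM TCEP.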
ELG1 genotox: inducers of genotoxicity in HEK293T ELG1-luciferase cells; HEK293T ELG1-luciferase reporter, luminescence, 16 h; Potency, µM (doses to about 46 µM), for inactives: at the top dose activity change, positive = activation, hits mostly activators; actives 1.3% (n = 330,000); AID 504466; further: potency means the concentration at half of the fitted maximal effect; % of control where 0% means no effect; nearly all actives have a fitted effect of over 60% in size
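HEK293T cells expressing luciferase-tagged ELG1 were treated with compound or DMSO for 16 hr at 37°C. Luciferase activity was then read after 30 min with ONE-Glo at room temperature; rising signal flags genetic stress.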
BRCA1 expr up: activators of BRCA1 expression | Potency, µM (titrated, usually from 46.1 µM), inactives show at the highest dose activation, hits mostly activators | MCF7-BRCA1-FFLuc reporter, luminescence, 48 h; response scale: scaled: vehicle 0%, 10 µM genistein 100% | actives 1.1% (n = 380,000); further: potency means the concentration at half of the fitted maximal effect; nearly all actives have a fitted effect of over 80% in size; some results filed as inactive show a strong effect at the top dose
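48 h compound treatment of MCF7-BRCA1-FFLuc cells (phenol-red free MEM, 37 °C), then 15 min with luciferase substrate and luminescence imaging.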
p53 reactivator: re-activators of mutant p53; H1299 p53-A138V BP100-luciferase reporter, luminescence, 24 h; actives 0.063% (n = 320,000); AID 504706; Potency, µM (top dose mostly 92.2 µM), inactives show at the top dose activity change, positive = activation, usual class: activators; further: potency means the concentration at half of the fitted maximal effect; % of control where 0% means no effect; nearly all actives have a fitted effect of over 45% in size
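p53-null H1299 cells stably carrying temperature-sensitive p53-A138V and a BP100-luciferase reporter were pinned with compounds (4-point, 1:5 series) and held 24 hrs at 37 deg C. Luminescence was read 10 min after detection reagent.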
ASM inhibitor: human S-ASM enzyme inhibition | AID 504937 | placental ASM, HMU-PC fluorogenic substrate, 60 min | actives 0.006% (n = 340,000) | Potency, µM (titrated, usually from 57.5 µM), inactives show at the top dose activity change, negative = inhibition, usual class: inhibitors | P17405; further: potency means the concentration at half of the fitted maximal effect
Target sequence (P17405 47-631 limits assumed): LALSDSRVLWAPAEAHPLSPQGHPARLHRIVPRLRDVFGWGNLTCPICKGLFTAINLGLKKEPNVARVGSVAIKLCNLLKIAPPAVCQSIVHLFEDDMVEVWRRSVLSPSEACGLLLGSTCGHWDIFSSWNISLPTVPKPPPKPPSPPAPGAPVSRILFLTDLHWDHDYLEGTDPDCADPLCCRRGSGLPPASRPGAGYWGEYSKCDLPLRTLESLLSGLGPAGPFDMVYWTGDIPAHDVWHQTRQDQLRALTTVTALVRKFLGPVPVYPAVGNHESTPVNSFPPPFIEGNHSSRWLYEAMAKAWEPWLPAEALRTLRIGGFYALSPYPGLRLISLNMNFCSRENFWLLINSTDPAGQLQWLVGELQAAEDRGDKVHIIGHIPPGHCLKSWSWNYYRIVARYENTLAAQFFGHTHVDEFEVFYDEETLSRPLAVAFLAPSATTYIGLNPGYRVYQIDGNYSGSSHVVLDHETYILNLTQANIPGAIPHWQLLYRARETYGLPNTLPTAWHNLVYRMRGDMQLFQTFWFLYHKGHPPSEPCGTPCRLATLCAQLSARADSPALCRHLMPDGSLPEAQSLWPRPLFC
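Human placenta-derived ASM preincubated with compound 10 min at room temperature, then reacted with 9 uM (final) fluorogenic HMU-PC substrate for 60 min at 37 C. Stop solution raises pH to 10; fluorescence read at Ex 386/Em 447 nm.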
Active calls of the source: *; ? = inconclusive; . = no result given; [ ] = another dose, or the depositor's remark. Unless noted, the call rests on the fitted dose curve; in most records, active means well fitted curve in the direction sought with a large enough effect; inconclusive means small, poorly fitted or top-dose-only effect, or another doubt; inactive means no such curve, though single readings can be large; an effect the other way counts as inactive or inconclusive. Rows are unselected; any-hit rate near 2.6%.

SMILES	uPA generation	USP2a block	TRPV1 agonist	Integrin act MD	Eya2 inh	B2AR arrestin	PTAP TSG101 blk	ELG1 genotox	BRCA1 expr up	p53 reactivator	ASM inhibitor
COC(=O)C(C)Sc1ccc2nnc(CCNS(=O)(=O)c3ccccc3)n2n1 (stereo unspecified)	3%	2%	-6	-20%	16%	-0.4%	-1%	3%	10%	-2%	2%
O=C1OCCN1C(=O)[C@H]1[C@H](c2ccccc2)C(c2ccccc2)=NN1c1ccccc1	-8%	-3%	.	24%	5%	0.3%	15%	0%	0%	-5%	304%[activator]
O=C(C[C@H]1C[C@H](C(=O)N2CCCCC2)[C@@]2(CCc3ccccc3)c3[nH]c4cc(-c5ccco5)ccc4c3CCN2C1=O)NCCN1CCOCC1	-16%	-15%	.	-45%	-3%	-1.0%	-2%	-1%	-27%	-10%	-9%
CCCc1cc(C(=O)O)c2ccccc2n1	.	-5%	-1	3%[7.66 µM]	9%	-0.9%	-3%	6%	-10%	-1%	-1%
Cc1ccc(S(=O)(=O)N(Cc2ccccc2)c2ccccn2)cc1[N+](=O)[O-]	1%	-2%	1	0%	?	0.1%	-8%	-7%	-1%	1%	0%
O=C(Nc1ccc(COc2ccccc2)cc1)c1cccc([N+](=O)[O-])c1	5%	10%	4	-7%	-6%	-0.9%	1%	?	29%	.	-2%
CCOc1ccccc1C(=O)NCC(=O)Nc1ncccc1C	-1%	3%	0	1%	-3%	-0.2%	0%	4%	5%	-1%	6%
O=C(CSc1nc(=O)n(Cc2ccccn2)c2c1CCC2)Nc1ccc(F)cc1F	0%	-2%	-1	-13%	19%	-0.3%	-5%	0%	-10%	-8%	2%
Cc1nn(C(C)C)c(C)c1CN1CCCC(C(=O)c2cccc(OC(C)C)c2)C1 (stereo unspecified)	-10%	-2%	4	0%	-1%	-1.1%	-1%	-6%	4%	0%	-1%
O=C(NCc1ccco1)c1noc2c1CCCC2	.	-1%	-3	-18%	3%	0.2%	-8%	2%	-30%	?	0%
O=C1c2ccccc2C(=O)N1CCCn1nnc(-c2ccc(N3CCOCC3)cc2)n1	6%	0%	1	-6%	-5%	0.1%	-6%	-5%	-1%	-2%	-2%
CC(OC(=O)C1CCN(S(=O)(=O)c2ccc3c(c2)OCCO3)CC1)C(=O)N(C)c1ccccc1 (stereo unspecified)	-12%	3%	3	10%	-12%	-0.2%	-2%	-4%	-5%	1%	5%
Cc1ccc(CNC(=O)CNS(=O)(=O)c2ccc3nc(C)sc3c2)cc1	-8%	0%	7	-14%	-27%	-0.1%	-2%	-9%	2%	-5%	0%
O=C(O)CCCn1cc(NC(=O)COc2ccc(F)cc2F)cn1	14%	2%	-1	-22%	-11%	-0.6%	.	0%	-1%	-3%	1%
COc1cccc(NC(=O)CN(C)C(=O)Cn2[nH]c(=O)c3ccccc3c2=O)c1	5%	1%	-2	-3%	-25%	0.2%	-2%	2%	-7%	3%	-3%
CN(C(=O)CN1CCC(NC(=O)C2CCCCC2)CC1)C1CCCCC1	3%	2%	1	9%[7.66 µM]	1%	-0.8%	1%	-6%	4%	2%	1%
CC(=O)c1ccc(NC(=O)COC(=O)C2CCN(S(=O)(=O)c3cccs3)CC2)cc1	0%	-1%	-1	1%	-7%	-0.2%	1%	-1%	9%	6%	-6%
CC(=O)Nc1ccc(NC(=O)C(C)OC(=O)C2(c3ccccc3F)CCCC2)cc1 (stereo unspecified)	-12%	0%	20	-14%	-20%	0.6%	-3%	-2%	-15%	-7%	-4%
CC(C)n1cc(C(=O)NC2CC(C)(C)Cc3c2cnn3-c2ccccc2)cn1 (stereo unspecified)	2%	3%	11	0%	2%	0.9%	-1%	-1%[9.26 µM]	-30%	-3%	0%
CCOC(=O)Cc1nc2cc(Cl)ccc2o1	-5%	-1%	3	-11%	-16%	0.0%	-2%	0%	-7%	1%	-2%
O=C(N/C(=C/c1ccc(Br)cc1)C(=O)N1CCCC1)c1ccccc1F	0%	5%	13	7%	11%	0.3%	0%	-1%	-21%	-18%	0%
CCNC(=S)N/N=C(\C)c1ccc2ccccc2c1OC(F)F	-8%	-1%	23	-30%	0%	8.3%	-3%	-2%	-9%	-1%	-8%
CC(NC(=O)COC(=O)c1cccs1)c1ccccc1 (stereo unspecified)	-2%	4%	24	-32%	0%	-0.5%	-2%	3%	4%	16%	-3%
CCOc1ccc(-n2c(SCC(N)=O)nc3c([nH]c4ccccc43)c2=O)cc1	9%	-1%	26	4%	11%	3.0%	-2%	-9%	-5%	-3%	-4%
Cc1cccc(OCC(=O)NN2C(=O)C3C4C=CC(O4)C3C2=O)c1 (stereo unspecified)	2%	4%	5	-13%	7%	0.2%	1%	-1%	0%	2%	2%

(further entries)
SMILES	uPA generation	USP2a block	TRPV1 agonist	Integrin act MD	Eya2 inh	B2AR arrestin	PTAP TSG101 blk	ELG1 genotox	BRCA1 expr up	p53 reactivator	ASM inhibitor
N#CC1=C2SCC(O)(c3ccccc3)N2C(=O)CC1c1cccs1 (stereo unspecified)	.	3%	17	2%[7.66 µM]	9%	0.1%	-5%	6%	-90%	1%	3%
COc1cc(S(=O)(=O)N2CCCCCC2)ccc1-n1cnnn1	-1%	2%	-4	0%	5%	-0.2%	-3%	-1%	5%	-3%	-1%
CCc1ccc(NC(=O)c2ccc3nc(N)sc3c2)cc1	-6%	-2%	?	-1%	-22%	0.2%	-2%	?	11µM*	16%	-12%
Cn1c(CNC(=O)c2ccco2)nnc1SCC(=O)c1ccc(Br)cc1	4%	1%	0	?	-6%	0.0%	1%	-1%	1%	-6%	-5%
CCOc1ccccc1N(C)C(=O)c1cn(C)c(=O)c2ccccc12	3%	0%	-1	-8%	5%	0.0%	0%	4%	-11%	-6%	-2%
O=C(Cc1ccc(Cl)c(Cl)c1)Nc1ccc(SC(F)F)cc1	?	4%	13	-53%[inhibitor]	-17%	1.2%	0%	1%	-48%	?	-15%
CC(C(=O)Nc1ccc(C#N)cc1)N(C)Cc1cccs1 (stereo unspecified)	-3%	-8%	-4	?	-9%	-0.3%	1%	-1%	2%	5%	0%
O=C1C=CC(=O)N1CCNc1ncc(C(F)(F)F)cc1Cl	-15%	1%	-3	0%	6%	-0.3%	-4%	-3%	-38%	-11%	1%
O=C(COc1ccc(Cl)cc1Br)NC1CC1	-22%	0%	0	7%	11%	0.1%	-7%	10%	102%	2%	-2%
Cc1ccc(C(=O)OCC(=O)N2CCCC2)cc1	2%	1%	1	19%	2%	0.4%	-1%	?	83%	18%	-2%
COCc1c(C(=O)NCCc2ccc(OC(F)F)cc2)oc2ccccc12	-4%	4%	.	-7%	-18%	0.0%	1%	-4%	-23%	-9%	-2%
Cc1cccc2cc(CN(CCCO)C(=O)Nc3ccc(Cl)cc3)c(=O)[nH]c12	-3%	2%	0	-12%	-16%	-0.5%	0%	2%	1%	11%	-26%
O=C(Nc1ccccc1N1CCCCC1)c1ccc(-c2ccc(Cl)cc2)o1	-13%	-1%	16	-16%	4%	3.2%	-2%	9%	-76%	?	-10%
CCOC(=O)c1c(C)n(-c2ccc(F)cc2)c2ccc(O)cc12	-6%	3%	-3	-1%	11%	0.4%	-9%	-7%	-22%	1%	2%
CCN1C(=O)/C(=C/N2CC(C)CC(C)C2)SC1=S (stereo unspecified)	6%	-6%	1	-14%	-1%	7.1%	-3%	0%	-6%	8%	-3%
O=C(CNCc1ccc(Cl)cc1)NCc1ccco1	-1%	1%	3	?	-1%	0.4%	-5%	1%	19%	2%	1%
C=CCNc1nnc(SCC(=O)Nc2ccccc2OC)c2ccccc12	-8%	4%	-1	?	-2%	0.1%	-2%	-2%	-31%	0%	16%
CCOC(=S)SCC(=O)Nc1nc(C)c(C)s1	?	0%	2	-21%	-4%	0.2%	-2%	-4%	-30%	-12%	-1%
COc1ccccc1OCc1ccc(C(=O)NCC(C)C)o1	4%	7%	-4	-12%	4%	0.2%	-5%	-6%	-1%	-6%	7%
Cc1ccc(-c2nc3ncccc3o2)cc1NC(=O)CC(C)C	-2%	0%	-17	10%	-6%	-1.6%	2%	-3%	-18%	1%	0%
O=C(CSc1ccc2nnc(-c3ccccn3)n2n1)Nc1ccccc1F	4%	0%	-5	1%	5%	-0.9%	-1%	3%	-44%	-16%	0%
COc1cc(NC(=O)Nc2cccc(Cl)c2)c(C(=O)O)cc1OC	4%	0%	2	-12%	-3%	-0.7%	-1%	6%	6%	0%	12%
CN(Cc1ccccc1)C(=O)COC(=O)CNS(=O)(=O)c1ccc2ccccc2c1	9%	3%	1	20%	-16%	-0.1%	-8%	5%	-1%	2%	-1%
